# High-throughput results as filed in PubChem.
# GLP-1R agonist – GLP-1 receptor (human) agonism; Potency, µM (highest dose often 45.6 µM), for the others: at the top dose activation, usual class: activators; AID 624172; 0.007% of 380,000 active; HEK293 GLP-1R CRE-luciferase, luminescence, 4-6 h; cells express a hypersensitive GLP-1R form; P43220; also: potency is read from the fitted curve at half-maximal effect; % of control where 0% means no effect
# Target sequence (P43220 whole entry, looked up): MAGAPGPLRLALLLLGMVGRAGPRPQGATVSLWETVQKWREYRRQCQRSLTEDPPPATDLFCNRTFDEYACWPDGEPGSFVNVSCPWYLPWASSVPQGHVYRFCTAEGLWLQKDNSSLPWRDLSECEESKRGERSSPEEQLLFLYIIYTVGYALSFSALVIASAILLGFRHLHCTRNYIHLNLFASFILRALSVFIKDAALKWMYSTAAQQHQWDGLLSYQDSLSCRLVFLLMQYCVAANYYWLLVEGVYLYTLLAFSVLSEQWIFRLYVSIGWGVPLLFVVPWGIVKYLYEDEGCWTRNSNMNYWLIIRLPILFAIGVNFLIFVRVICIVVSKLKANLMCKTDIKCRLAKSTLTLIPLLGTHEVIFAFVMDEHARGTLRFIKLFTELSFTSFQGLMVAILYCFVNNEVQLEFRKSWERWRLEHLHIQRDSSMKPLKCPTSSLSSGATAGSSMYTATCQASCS
# HT1080 IDH1KD tx – HT-1080 IDH1 knockdown cell toxicity (counter line). HT-1080 IDH1 knockdown viability, ATP luminescence, 48 h. Potency, µM (doses to about 46.1 µM), for inactives: at the highest dose activity, negative = toxicity, hits mostly cytotoxic. 2% of 360,000 active. AID 686971;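 also: potency is read from the fitted curve at half-maximal effect; 0% = DMSO wells and -100% = cell-free medium wells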
#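 IDH1KD HT-1080 cells, 750/well, RPMI + 5% FBS; compound pinned after 2 h settling; 48 h, 37 °C; CellTiter-Glo luminescence; % activity normalised to DMSO and no-cell wells; curves fitted, classed by r2 and efficacy.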
# HT1080-NT tox – kills 2HG-producing HT-1080-NT fibrosarcoma cells; HT-1080-NT fibrosarcoma viability, CellTiter-Glo ATP luminescence, 48 h; Potency, µM (series often up to 46.1 µM), inactives show at the top dose activity, negative = less viability, most hits filed as cytotoxic; 1.6% of 360,000 active; AID 686970;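 also: NT is the 2HG producing partner of a matched IDH1 knockdown line; potency is read from the fitted curve at half-maximal effect; 0% = DMSO-treated cells and -100% = media-only wells without cells; nearly all actives have a fitted effect of over 55% in size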
#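 750 cells/well, RPMI + 5% FBS; 2 h settle, compound pin-transfer, 48 h at 37 degrees C. CellTiter-Glo 10 min RT, luminescence. Normalized to DMSO and media-only wells.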
# IL1B secr inh – blocks inflammasome-driven IL-1 beta release | THP-1 LPS/ATP IL-1B secretion, AlphaLISA, 16 h; hits give low values | activity change, % at 57.5 µM | 4.7% of 360,000 active | AID 743279; in the data active = activity change below about -50%; inconclusive = mostly about -30% to -49%; also: % is scaled to controls: 0 for no effect and ±100 for the full control effect
#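 THP-1 cells pretreated 1 hr with compounds (up to 57.5 uM final), then stimulated with LPS (250 ng/mL final) plus ATP (1.25 mM final); secreted IL-1B measured by AlphaLISA after 16 hr, decreased signal indicating inhibition.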
# KB-3-1 tox – KB-3-1 parental cell cytotoxicity; KB-3-1 viability, CellTiter-Glo ATP luminescence, 72 h; Potency, µM (top dose mostly 46.1 µM), for the others: at the highest dose activity change, negative = cytotoxic, actives largely listed as cytotoxic; 1.4% of 400,000 active; also: potency is read from the fitted curve at half-maximal effect; % is scaled to controls: 0 for no effect and ±100 for the full control effect; nearly all actives have a fitted effect of over 60% in size
#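 Luminescent ATP read-out (CellTiter-Glo) measures survival of drug-naive KB-3-1 cells after 72 h compound exposure at 37 °C. Titration series was screened from lowest to highest concentration, with DMSO vehicle plates as background controls.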
# DRD3 agonist – D3 dopamine receptor (human) agonism | 0.58% of 410,000 active | AID 652048 | max activation, % | P35462 | D3R DiscoveRx beta-arrestin cells, luminescence, 90 min; in the data active = max activation above about 30%; also: 0% is about no effect; mostly tested at two doses, the higher about 12 µM
# Target sequence (P35462 whole entry, looked up): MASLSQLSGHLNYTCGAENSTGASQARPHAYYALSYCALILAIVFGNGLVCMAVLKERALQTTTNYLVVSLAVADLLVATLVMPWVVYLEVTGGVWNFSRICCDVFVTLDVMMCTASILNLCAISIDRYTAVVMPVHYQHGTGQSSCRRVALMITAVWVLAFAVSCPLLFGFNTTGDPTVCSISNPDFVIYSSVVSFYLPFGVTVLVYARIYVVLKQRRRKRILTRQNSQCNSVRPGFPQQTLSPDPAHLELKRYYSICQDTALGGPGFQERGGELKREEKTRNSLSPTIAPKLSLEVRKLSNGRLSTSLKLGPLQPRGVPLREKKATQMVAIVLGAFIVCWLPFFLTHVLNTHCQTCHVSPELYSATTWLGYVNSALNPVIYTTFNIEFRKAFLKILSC
#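 Agonist-mode cell screen: cells plated at 1500/well and incubated overnight at 37 °C, then exposed to library compounds for 90 min at 37 °C. Detection reagent was added for 30–60 min at room temperature, and luminescence was read.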
# D3 antag – blocks the human D3 dopamine receptor | P35462 | D3R cells, DiscoveRx beta-arrestin luminescence, antagonist mode; hits give low values | max response, negative = inhibition, % | 2.5% of 360,000 active; in the data active = max response below about -50%; inconclusive = no clear call, values can overlap the other calls; also: % is scaled to controls: 0 for no effect and ±100 for the full control effect; mostly tested at two doses, the higher about 12 µM
#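 Cells plated overnight at 1500 cells/well, then exposed to library compounds with dopamine controls for 90 minutes at 37 degrees C. DiscoveRx reagent added for 30–60 minutes at room temperature; luminescence read, quantitative HTS format.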
# SW480 rereplic – DNA re-replication induction in SW480 cells; SW480 DNA re-replication, Hoechst DNA content imaging, 48 h; Potency, µM (doses to about 46.1 µM), without a hit: at the highest dose re-replication activation, most hits filed as activators; 1.8% of 340,000 active; AID 624297; also: potency is read from the fitted curve at half-maximal effect; % of control where 0% means no effect; nearly all actives have a fitted effect of over 55% in size
#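 Image-based DNA-content assay: after two days of treatment, nuclei were labelled with the DNA dye Hoechst and imaged, and hits were compounds raising the count of nuclei showing high fluorescence intensity.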
# KB-V1 cytotox – KB-V1 MDR subline cytotoxicity; 3.4% of 400,000 active; KB-V1 MDR cells viability, CellTiter-Glo, 72 h; AID 1347076; Potency, µM (highest dose often 46.1 µM), for inactives: top-dose activity change, negative = cytotoxicity, hits mostly cytotoxic; also: potency is read from the fitted curve at half-maximal effect; % is scaled to controls: 0 for no effect and ±100 for the full control effect; nearly all actives have a fitted effect of over 60% in size
#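 In this primary screen, KB-V1 cells overexpressing P-gp are incubated with library compounds (lowest to highest concentration) for 72 h at 37 degrees C before a luminescent ATP viability read.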
# Starred values were filed as active, the others as inactive; ? = inconclusive; & = joins results of further samples. Unless noted, calls follow the shape of the dose curve; as a rule, active = well fitted curve in the direction sought with a large enough effect; inconclusive = small, poorly fitted or top-dose-only effect, or another doubt; inactive = no such curve, though single readings can be large; an effect the other way counts as inactive or inconclusive.
[1] CSCC[C@H](NC(=O)[C@@H]1CSC2c3ccccc3C(=O)N21)C(=O)NCc1ccco1 (some centres not stated)
[2] COc1ccc(NC(=O)CCCSc2ccccc2)cc1S(N)(=O)=O
[3] Cc1cc(=O)nc2c3ccccc3n(CC(=O)NCCCN3CCCC3=O)n12
[4] O=C(NCCS(=O)(=O)NC1CCCC1)c1ccc(F)cc1
[5] O=C(O)c1cccc(NC(=O)c2ccccc2NC(=O)c2ccccc2F)c1
[6] C[n+]1ccccc1/C=C/c1ccc2ncccc2c1
[7] CCCCNC(=O)c1ccccc1C(=O)NCCCC
[8] COc1ccc(S(=O)(=O)NCc2ccccn2)cc1Br

entry no.,1,2,3,4,5,6,7,8
GLP-1R agonist,4%,6%,2%,10%,0%,-4%,-7%,2%
HT1080 IDH1KD tx,20%,0%,1%,21%,-2%,1%,-12%,8%
HT1080-NT tox,11%,1%,-3%,23%,-3%,1%,?,5%
IL1B secr inh,4,17,0,12,-5,-9,31,-12
KB-3-1 tox,-13%,-5%,?,11%,-18%,0%,13%,1%
DRD3 agonist,-5,-2,2,-15,-12,0,2,-13
D3 antag,-3,6,5,-12,9,-21,?,-15
SW480 rereplic,?,0%,5%,-7%,-2%,-2%,?,-1%
KB-V1 cytotox,-10%,16%,8%,8%,-23%,12%,13%,1%

[9] CC(=O)NS(=O)(=O)c1ccc(NC(=O)c2cc(-c3ccc(C)cc3)nc3ccccc23)cc1
[10] Cc1cc(C)nc(CC(N)=O)n1
[11] COc1ccc(/C=N/NC(=O)CCSc2nc3ccccc3s2)cc1OC
[12] Cc1cccc(C)c1NC(=O)Cn1c(=O)c(N2CCCCC2)c(N)n(C)c1=O
[13] COc1ccc(C2c3c(ncn(CCCO)c3=N)Oc3ccc4ccccc4c32)cc1 (configuration not stated)
[14] Cc1ccc(Nc2nc(OC(C(F)(F)F)C(F)(F)F)nc(N3CCOCC3)n2)cc1
[15] Cc1ccc(S(=O)(=O)N2CCN(c3cccc(C)c3)CC2)cc1
[16] COc1ccc(CS(=O)c2nc(C)cc(C)c2S(C)(=O)=O)cc1 (configuration not stated)

entry no.,9,10,11,12,13,14,15,16
GLP-1R agonist,-1%,-15%,?,10%,19%,-7%,4%,1%
HT1080 IDH1KD tx,5%,16%,-4%,14%,21µM*,-4%,2%,-2%
HT1080-NT tox,-1%,11%,-3%,6%,21µM*,-1%,-14%,3%
IL1B secr inh,42,16,-20,-9,-96*,-80*,17,-1
KB-3-1 tox,4%,8%,10%,-1%,?,-17%,-6%,4%
DRD3 agonist,-14,7,2,-8,-2,5,-4,-5
D3 antag,?,14,-5,-11,9,32,3,-1
SW480 rereplic,-2%,1%,?,-1%,?,18%,-2%,-25%
KB-V1 cytotox,12%,5%,0%,0%,-9%,-16%,-9%,-8%

[17] O=C(NCc1ccccc1)N1CCCC1
[18] O=C(N/N=C\c1cc(Cl)ccc1O)c1ccc(S(=O)(=O)N2CCCCC2)cc1
[19] CSc1ncc(C(=O)Nc2ccccc2F)c(-c2ccccc2)n1
[20] Cc1cc2ccccc2n1CCNCc1c(C(=O)N2CCOCC2)nc2ccccn12
[21] Cc1cccc(C2N=C(N)Nc3nc4ccccc4n32)c1 (configuration not stated)
[22] COc1ccc(OC)c(C2C(C(=O)c3cccs3)=C(O)C(=O)N2CCN(C)C)c1 (configuration not stated)
[23] CCc1ccc(NC(=O)CCNS(=O)(=O)c2cccc3nsnc23)cc1
[24] Cc1ccc(O)c(NC(=O)COc2cc(C)ccc2C)c1

entry no.,17,18,19,20,21,22,23,24
GLP-1R agonist,-4%,-20%,0%,11%,2%&3%,-2%,0%,-6%
HT1080 IDH1KD tx,-6%,2.3µM*,-1%,-14%,-10%,4%,12%,4%
HT1080-NT tox,2%,7.3µM*,-2%,?,1%,-6%,0%,24%
IL1B secr inh,-5,62,0,-3,-13,7,2,-19
KB-3-1 tox,-2%,?,-2%,3%,8%&-5%,3%,-13%,4%
DRD3 agonist,1,4,-7,-10,8&1,-4,-6,0
D3 antag,-12,1,-6,11,0,-19,9,-22
SW480 rereplic,-18%,7.3µM*,0%,19%,-2%,-4%,-11%,-6%
KB-V1 cytotox,-10%,?,-8%,-4%,?,0%,?,5%

# Some of the entries above, set out differently:
entry	SMILES	GLP-1R agonist	HT1080 IDH1KD tx	HT1080-NT tox	IL1B secr inh	KB-3-1 tox	DRD3 agonist	D3 antag	SW480 rereplic	KB-V1 cytotox
19	CSc1ncc(C(=O)Nc2ccccc2F)c(-c2ccccc2)n1	0%	-1%	-2%	0	-2%	-7	-6	0%	-8%
6	C[n+]1ccccc1/C=C/c1ccc2ncccc2c1	-4%	1%	1%	-9	0%	0	-21	-2%	12%

# Next part
[25] OCc1nc2ccccc2n1Cc1c(F)cccc1Cl
[26] CCc1nnc(NC(=O)CSc2nnc(-c3ccccc3O)n2-c2ccc(C)cc2)s1
[27] CC(OC(=O)c1ccccc1C(=O)N(C)c1ccccc1)C(=O)Nc1ccccc1[N+](=O)[O-] (configuration not stated)
[28] CCO/C([O-])=N/c1sn[n+](C)c1C
[29] COC(=O)CC1C(=O)NCCN1C(=S)Nc1ccccc1Cl (configuration not stated)
[30] O=C(c1cc2ccccc2o1)c1cccs1
[31] Cc1ccc(S(=O)(=O)N2CCOCC2)cc1NC(=O)CN1CCC(Cc2ccccc2)CC1
[32] O=C(Nc1nc2ccccc2[nH]1)c1ccccc1[N+](=O)[O-]

entry no.,25,26,27,28,29,30,31,32
GLP-1R agonist,3%,1%,18%,-3%,-1%,6%,10%,4%
HT1080 IDH1KD tx,1%,13µM*,-7%,-1%,2%,8%,-8%,-1%
HT1080-NT tox,5%,13µM*,6%,3%,11%,6%,-23%,1%
IL1B secr inh,31,25,6,-7,15,2,-23,10
KB-3-1 tox,-1%&-6%,?,2%,1%,-19%,7%,21µM*,4%
DRD3 agonist,1&9,-1,9,-2,8,-3,-5,0
D3 antag,20,-30,5,-14,0,-9,-7,-2
SW480 rereplic,-25%,?,3%,36%,-4%,-2%,-1%,1%
KB-V1 cytotox,-23%&-7%,?,-7%,3%,-20%,-15%,-38%,-16%

[33] CCCCNC(NCCCC)=C(S(=O)(=O)CC)S(=O)(=O)CC
[34] Cc1ccc(O)c(CNc2nc3ccccc3n2C)c1
[35] COc1ccc2oc(C)c(C(=O)c3ccc(C)cc3)c2c1
[36] FC(F)(F)c1cc(-c2cccs2)nc2cc(-c3ccccc3)nn12
[37] CC(=O)Oc1ccc(-c2ccc(C(=O)NCCc3ccc(S(N)(=O)=O)cc3)cc2)cc1
[38] CCN(CC)C(=O)Cn1cc(C(=O)C(=O)N2CCc3ccccc32)c2ccccc21
[39] Cc1ccc(-c2cc(C(=O)N(C)Cc3cnn(C)c3C)c3cc(Br)ccc3n2)cc1
[40] COc1ccccc1C(=O)O/N=C1/CCCc2c1ccc(OC)c2[N+](=O)[O-]

entry no.,33,34,35,36,37,38,39,40
GLP-1R agonist,-10%,0%,-6%,-2%,8%,5%,2%,7%
HT1080 IDH1KD tx,-7%,2%,8%,5%,?,-8%,-12%,-7%
HT1080-NT tox,-5%,-3%,2%,-1%,?,-14%,-6%,-4%
IL1B secr inh,-1,-12,-12,4,25,0,24,-21
KB-3-1 tox,7%,23%,4%,3%,?,0%,?,-3%
DRD3 agonist,0,4,1,11,-12,2,17,2
D3 antag,-17,7,7,24,-8,-11,87,-5
SW480 rereplic,-10%,-6%,-9%,?,?,-9%,9%,-1%
KB-V1 cytotox,-14%,16µM*,13%,-1%,22%,-25%,?,-18%

[41] CS(=O)(=O)N(CC(=O)N1CCN(c2ccccc2)CC1)c1cc(C(F)(F)F)ccc1Cl
[42] Cc1cc(NC(=O)/C(C#N)=C/c2ccco2)n(-c2ccccc2)n1
[43] N#Cc1ccc(CSc2ccc(S(=O)(=O)N3CCCCCC3)cn2)cc1
[44] COc1ccccc1C(=O)NCCn1cc(SCC(=O)NCc2ccco2)c2ccccc21
[45] COc1ccc2c(COC(=O)CNS(=O)(=O)c3ccc(C)c(C)c3)cc(=O)oc2c1
[46] CCCCCOC(=O)C1=C(C)N(C)C(=O)NC1c1cc(Br)c(O)c(OC)c1 (configuration not stated)

entry no.,41,42,43,44,45,46
GLP-1R agonist,1%,8%,8%,1%,15%,0%
HT1080 IDH1KD tx,0%,-1%,-20%,-3%,1%,-11%
HT1080-NT tox,-1%,11%,-4%,3%,4%,-12%
IL1B secr inh,6,-1,-5,-21,-5,16
KB-3-1 tox,-2%,3%,-13%,-29%,20%,-2%
DRD3 agonist,19,-1,-13,1,2,1
D3 antag,22,-11,2,-10,-1,8
SW480 rereplic,3%,11%,11%,-5%,-21%,-3%
KB-V1 cytotox,?,-1%,?,-19%,0%,12%

# Among those listed so far, these contain an aryl thioether with sulfur outside any ring:
[2] COc1ccc(NC(=O)CCCSc2ccccc2)cc1S(N)(=O)=O
[11] COc1ccc(/C=N/NC(=O)CCSc2nc3ccccc3s2)cc1OC
[19] CSc1ncc(C(=O)Nc2ccccc2F)c(-c2ccccc2)n1
[26] CCc1nnc(NC(=O)CSc2nnc(-c3ccccc3O)n2-c2ccc(C)cc2)s1
[43] N#Cc1ccc(CSc2ccc(S(=O)(=O)N3CCCCCC3)cn2)cc1
[44] COc1ccccc1C(=O)NCCn1cc(SCC(=O)NCc2ccco2)c2ccccc21

entry no.,2,11,19,26,43,44
GLP-1R agonist,6%,?,0%,1%,8%,1%
HT1080 IDH1KD tx,0%,-4%,-1%,13µM*,-20%,-3%
HT1080-NT tox,1%,-3%,-2%,13µM*,-4%,3%
IL1B secr inh,17,-20,0,25,-5,-21
KB-3-1 tox,-5%,10%,-2%,?,-13%,-29%
DRD3 agonist,-2,2,-7,-1,-13,1
D3 antag,6,-5,-6,-30,2,-10
SW480 rereplic,0%,?,0%,?,11%,-5%
KB-V1 cytotox,16%,0%,-8%,?,?,-19%
